High-throughput results (PubChem BioAssay)
S3 lipid droplet: qHTS Assay for Lipid Storage Modulators in Drosophila S3 Cells | Drosophila S3 cells, BODIPY lipid droplet fluorescence, 18-24 h; cells fed with added oleic acid | lipid storage change, negative = inhibition, % at the top dose, mostly 46.1 µM; hits show Potency in µM | hit rate 0.64% among 320,000; active = well fitted inhibition curve with a large enough effect in the signal ratio, with a control signal flat, not every such curve was filed as active; inconclusive = small, poorly fitted or top-dose-only effect, or effect the other way, or a change in a side signal; the % refers to the signal ratio
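Laser-scanning cytometry quantifies lipid droplet accumulation (500–530 nm total intensity; droplet/cell object ratio) in oleic acid-fed (400 uM added) Drosophila S3 cells treated with a concentration series. 20 uM Triacsin C defined 100% inhibition.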
S3 lipid droplet cell count max: recorded beside S3 lipid droplet, whose call it bears; cell number change, %; measured here: cell count max response;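 cells counted by Cell Tracker Red CMTPX staining in the red channel; peak over a dose series mostly up to 46.1 µM; percent activity relative to internal control wells on each plate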
* hit, by the source's call; i = inactive; ? = inconclusive; / = no result given; [ ] = dose if it differs, or a comment. % is set by controls: 0 for no effect and ±100 for the full control effect; potency is the fitted concentration of half-maximal effect. Not all compounds are listed; the hit share may differ from the screen's.

Below each SMILES: S3 lipid droplet, S3 lipid droplet cell count max
- COc1ccc(Cl)cc1C(=O)N1CCC2(CC1)CC(=O)c1ccccc1O2
  i, 10
- CCOc1ccc(S(=O)(=O)N2Cc3ccccc3CC2C(=O)NCCCn2ccnc2)cc1 (configuration not stated)
  ?, /
- Cc1ccc(C(=O)N/C(=C\c2ccccc2)C(=O)NCC2CCCO2)cc1 (configuration not stated)
  1%, -1
- O=C(CSc1ncn[nH]1)NNC(=O)c1ccccc1
  14%, /
- CCC(C)CCN1C(Nc2ccccc2)=NC[C@@H]1C (some centres not stated)
  ?, /
- COc1ccc(OC)c(C(=O)CSc2nc3cccnc3n2C)c1
  i, /
- COc1ccc(C(=O)OCc2nnc(-c3ccccc3)o2)cc1S(=O)(=O)N1CCOCC1
  ?, /
- Cc1ccc(-c2cc(C(=O)NCCCN3CCCC3)c3ccccc3n2)cc1C
  -12%, /
- COc1ccc(C(C)NC(=O)Cc2cccs2)cc1OC (configuration not stated)
  17%, 3
- COc1ccc(N(C(=O)c2cnccn2)C(C(=O)NC2CCCCC2)c2ccc(O)cc2)cc1 (configuration not stated)
  ?, /
- CC(C)(C)c1ccc(C(=O)N2CCC(C(=O)c3ccccc3)CC2)cc1
  ?, /
- COc1ccc(NC(=O)CSc2nccn2Cc2ccc(F)cc2)cc1
  ?, /
- COc1ccc(CN(C(=O)CNC(=O)c2ccco2)C(C(=O)NCC2CCCO2)c2ccc(OC)c(OC)c2)cc1 (configuration not stated)
  ?, /
- CCC(=O)NC(=S)Nc1ccc(NC(=O)c2ccc([N+](=O)[O-])cc2)cc1
  ?, /
- CCn1c(=S)sc2c(=O)n(CC(=O)Nc3cccc(OC)c3)c(C)nc21
  ?, /

Next section:
Below each SMILES: S3 lipid droplet, S3 lipid droplet cell count max
- Cc1ccc(NC(=O)CN2C(=O)C(C)Oc3ccccc32)nc1 (configuration not stated)
  8%, 4
- Cc1sc2nc(SCc3ccccc3)n(Cc3ccco3)c(=O)c2c1C
  ?, /
- N#Cc1cn(-c2ccccc2)nc1-c1cc2ccccc2oc1=O
  ?, /
- NC(=O)NC(=O)COC(=O)CC12CC3CC(CC(C3)C1)C2
  ?, /
- O=C(Cc1ccccc1)NCC(=O)OCc1ccc([N+](=O)[O-])cc1
  ?, /
- CC1CCC(NC(=O)CN2CCC(n3nnc4cc(F)ccc43)CC2)CC1 (configuration not stated)
  i, 13
- COc1ccc(Br)cc1C(=O)NC(=S)Nc1ccc(CN2CCOCC2)cc1
  i, 15
- CC(C)Oc1ccc(CNC(=O)Cn2ccc3cc(S(=O)(=O)N4CCCC4)ccc32)cc1
  i, 19
- COc1ccc(C(=O)c2ccc([N+](=O)[O-])cc2Cl)cc1
  5%, 15
- Cc1cc(C)n2nc(S(=O)(=O)N(CC(C)C)CC(C)C)nc2n1
  i, /
- COc1ccccc1CNC(=O)c1ccccc1C(=O)NC(C)(C)C(=O)NCc1ccccc1OC
  ?, /
- CC(=O)Nc1ccc(NC(=O)C2CCC(CNS(=O)(=O)c3cccc4nsnc34)CC2)cc1 (configuration not stated)
  -3%, 10
- O=C(CSc1nc2ccccc2o1)N1N=C(c2cccs2)CC1c1ccc(F)cc1 (configuration not stated)
  i, -17
- COc1ccc(C(=O)C2CCCN(C/C=C/c3ccccc3OC)C2)c(OC)c1 (configuration not stated)
  0%, -9
- CC(=O)c1ccc(NC(=O)C2C3C=CC(C3=C(c3ccccc3)c3ccccc3)C2C(=O)O)cc1 (configuration not stated)
  3%, 2

Going on with the list.
Below each SMILES: S3 lipid droplet, S3 lipid droplet cell count max
- CC1(c2cccc(Br)c2)NC(=O)N(CC(=O)N2CCc3ccccc32)C1=O (configuration not stated)
  ?, /
- O=C(NCc1ccccn1)Nc1cc(Cl)ccc1Cl
  -21%, -8
- CC1(C)CC(=O)C2=C(C1)NC(=O)NC2c1ccc(Cl)cc1 (configuration not stated)
  ?, /
- CC1(C)Cc2nc3oc4c(NCc5ccccc5)ncnc4c3cc2CO1
  ?, /
- Brc1ccccc1C1=Nn2c(nnc2-c2ccccc2)SC1
  14%, -21
- NNC(=O)CN1CCCc2ccccc21
  ?, /
- O=c1c2cnn(-c3ccccc3)c2nnn1/N=C/c1cccnc1
  0%, -11
- Cc1nn(-c2ccc(Br)cc2)c(=O)c2ccccc12
  1%, -8
- CC(=O)Nc1nc(C)c(S(N)(=O)=O)s1
  ?, /
- Cc1ccc(Cl)cc1NC(=O)C1CC(=O)N(C(C)C)C1 (configuration not stated)
  i, 8
- O=C1CSC(c2cccnc2)N1CCc1ccccn1 (configuration not stated)
  11%, 5
- Cc1ccc(C(C(=O)NCc2ccco2)N(C(=O)CNC(=O)c2cccs2)c2c(C)cccc2C)cc1 (configuration not stated)
  ?, /
- Nc1ccc(Nc2nc(-c3ccncc3)cs2)cc1
  ?, /
- Cn1c(SCc2nc3ccccc3[nH]2)nnc1-c1cccnc1
  ?, /
- C/C(Sc1nnc(Cc2ccccc2)o1)=C(/O)c1ccccc1
  ?, /

3 compounds already listed, arranged by length of the SMILES, ascending.
Below each SMILES: S3 lipid droplet, S3 lipid droplet cell count max
- Brc1ccccc1C1=Nn2c(nnc2-c2ccccc2)SC1
  14%, -21
- C/C(Sc1nnc(Cc2ccccc2)o1)=C(/O)c1ccccc1
  ?, /
- O=c1c2cnn(-c3ccccc3)c2nnn1/N=C/c1cccnc1
  0%, -11

Carrying on:
smiles | S3 lipid droplet | S3 lipid droplet cell count max
Cc1cc(C)c(-c2csc(NC(=O)c3cc([N+](=O)[O-])ccc3N3CCOCC3)n2)c(C)c1 | ? | /
OCc1nc(CO)n(Cc2ccccc2)n1 | 0% | 5
Cc1cc(=O)oc(C)c1C(=O)NCC(C)NC(=O)c1c(C)cc(=O)oc1C (configuration not stated) | i | 11
CC1(c2ccccc2)NC(=O)N(CC(=O)Nc2cccc(C#N)c2)C1=O (configuration not stated) | ? | /
Cc1c(N=Cc2c(O)n(C)c(=O)c3ccccc23)c(=O)n(-c2ccccc2)n1C | i | 25
CCN(Cc1ccccc1)S(=O)(=O)c1cc2c3c(c1)CCN3C(=O)CC2 | ? | /
CCOc1cc(S(=O)(=O)N2CCCC2)ccc1Cl | ? | /
CC(CCc1ccco1)NC(=O)Cn1nc(Cc2ccncc2)c2ccccc2c1=O (configuration not stated) | ? | /
Cc1nnc(NC(=O)C2CC(=O)N(Cc3ccccc3)C2)s1 (configuration not stated) | 24% | -6
O=C(COC(=O)c1ccc2c(c1)OCO2)Nc1cccc(F)c1 | ? | /
NC(=S)n1[nH]c(-c2ccc([N+](=O)[O-])cc2)c(N=Nc2ccccc2[N+](=O)[O-])c1=O | ? | /
CCOC(=O)c1cnc2c(Cl)cccc2c1NCCN1CCOCC1 | ? | /
CCOc1cc(N2CCOCC2)c(OCC)cc1NC(=O)[C@H](C)N1C(=O)C2CC=CCC2C1=O (some centres not stated) | ? | /
CN(C(=O)CSc1nnc(-c2ccc(C(C)(C)C)cc2)n1C)C1CCS(=O)(=O)C1 (configuration not stated) | 10µM* | 3.9*
COc1ccc(-c2c3c(=O)n(C)c(=O)n(C)c3cn2N2CCOCC2)cc1 | i | /

Additional records
smiles | S3 lipid droplet | S3 lipid droplet cell count max
O=S(=O)(Nc1cc(S(=O)(=O)N2CCOCC2)ccc1NCC1CCCO1)c1ccccc1F (configuration not stated) | -11% | -7
CCc1nc(NCCCCCO)c2nnn(Cc3ccccc3F)c2n1 | ? | /
COc1ccc(NC(=O)CSc2nc(C)cs2)cc1 | ? | /
CCOc1ccc(N/C=C/C(=O)c2ccccc2)cc1 | i | -14
CC(C)=C(NC(=O)c1ccccc1)C(N)=O | -9% | 3
N#CCSc1nc2ccccc2c(=O)n1CCCC(=O)NCC1CCCO1 (configuration not stated) | ? | /
CC(OC(=O)c1ccc(S(=O)(=O)NCc2ccco2)cc1)C(=O)Nc1ncc(Cl)cc1Cl (configuration not stated) | 22% | -2
Cc1nn(Cc2ccc(C(=O)n3cccn3)o2)c(C)c1Br | 1% | -2
CCOc1cc(C(=O)NC(C)C2CCCO2)cc(OCC)c1OCC (configuration not stated) | 22%[9.22 µM] | 6
COc1cccc(CNC(=O)CN2C(=O)COc3ccc(S(=O)(=O)N4CCCCCC4)cc32)c1 | ? | /
Cc1ccc(CCN2CC(C(=O)NC3CCCC3)CC2=O)cc1 (configuration not stated) | ? | /
CC1=C(C#N)C(c2ccc(O)cc2)C(C#N)=C(C)N1 | 7% | /
CCOC(=O)CC1=NN(c2ccccc2)C(=O)C1 | ? | /
CCOC(=O)c1sc(NC(=O)Nc2ccccc2)cc1C | ? | /
COCc1c(C(=O)N/N=C(\C)c2ccc(Cl)s2)nnn1-c1nonc1N | ? | /

Next part:
smiles | S3 lipid droplet | S3 lipid droplet cell count max
Cc1cc(C)c(C#N)c(N)n1 | ? | /
COc1ccccc1CC(=O)Nc1cccc2ccccc12 | ? | /
c1cc(CNc2ccc(N3CCOCC3)cc2)ccn1 | ? | /
Cn1c(=O)c(=O)n(C)c2cc(S(=O)(=O)N3CCCC3C(=O)Nc3ccccc3F)ccc21 (configuration not stated) | ? | /
CCOc1ccc(-c2noc(CCC(=O)NCCc3ccccc3)n2)cc1OC | ? | /
COc1cc(/C=C(\NC(=O)c2ccccc2)C(=O)Nc2cccc(O)c2)c([N+](=O)[O-])cc1OC | -17% | -27
CCc1ccc(OCC(=O)Oc2ccc([N+](=O)[O-])cc2)cc1 | ? | /
CCOC(=O)C1=NOC(COc2ccccc2C=O)C1 (configuration not stated) | ? | /
Cc1cccc(-n2c(=O)c3c(C)c(C)sc3n(CC(N)=O)c2=O)c1 | 1% | 18
COc1ccc(C(=O)NCCS(=O)(=O)N(C)C2CCCCC2)cc1 | 22% | /
O=C(NCC1CCC(C(=O)O)CC1)c1cccnc1 (configuration not stated) | 0% | -6
CCOC(=O)c1c(C)[nH]c(C(=O)N(C)CC(=O)Nc2ccc(OC)cc2)c1C | ? | /
CCOC(=O)/C=c1\s/c(=C(\C#N)C(=O)OCC)n(-c2ccccc2)c1=O | 12% | -25
CCOC(=O)c1cccc(S(=O)(=O)N(CCO)Cc2cc3cc(OC)c(OC)cc3[nH]c2=O)c1 | 18% | -9
CN=C1CC(C)(C)CC(=O)/C1=C(/O)CCC(=O)NC | 2% | 11

Among those listed so far, these have an NH in an aromatic ring.
smiles | S3 lipid droplet | S3 lipid droplet cell count max
O=C(CSc1ncn[nH]1)NNC(=O)c1ccccc1 | 14% | /
Cn1c(SCc2nc3ccccc3[nH]2)nnc1-c1cccnc1 | ? | /
NC(=S)n1[nH]c(-c2ccc([N+](=O)[O-])cc2)c(N=Nc2ccccc2[N+](=O)[O-])c1=O | ? | /
CCOC(=O)c1c(C)[nH]c(C(=O)N(C)CC(=O)Nc2ccc(OC)cc2)c1C | ? | /
CCOC(=O)c1cccc(S(=O)(=O)N(CCO)Cc2cc3cc(OC)c(OC)cc3[nH]c2=O)c1 | 18% | -9

Next results follow:
smiles | S3 lipid droplet | S3 lipid droplet cell count max
CN(C(=O)c1ccc(NC(=O)Cc2ccc(NC(=O)C3CCCN(C(=O)C4CCCC4)C3)cc2)cc1)C1CC1 (configuration not stated) | ? | /
CC1=NN(c2ccccc2)C(=O)/C1=C/C=C/c1ccccc1 | ? | /
O=C1NCCCCC1NC1CC(=O)N(c2ccccc2)C1=O (configuration not stated) | ? | /
COc1ccc(C2=C(C)C(N3CCN(C(=O)c4ccco4)CC3)=NS2(=O)=O)cc1 | i | 9
CCCn1nc(NC(=O)C2CCCO2)c2cc3cccc(C)c3nc21 (configuration not stated) | 4% | 0
CN1CCN(C(=O)/C(=C/c2ccc(F)cc2)NC(=O)c2ccccc2)CC1 | ? | /
COc1ccc(N2CC(C(=O)N[C@@H](CC(C)C)C(=O)NC3CCCCC3)CC2=O)cc1 (some centres not stated) | i | -6
O=C(Nc1ccc(Cl)cc1N1CCOCC1)C1CCCO1 (configuration not stated) | ? | /
O=C(Nn1cnnc1)c1ccc(Cl)c([N+](=O)[O-])c1 | 8% | -8
O=C(CSc1ccccc1)N1CCN(C(=O)c2ccco2)CC1 | -11% | -5
COc1ccccc1N(CCC#N)C(=O)CSc1ccc2c(c1)OCCO2 | ? | /
Cc1ccc(S(=O)(=O)c2nc(-c3ccccc3F)oc2N2CC(C)OC(C)C2)cc1 (configuration not stated) | ? | /
CCn1c(COc2ccc(C)cc2)nc2ccccc21 | 16% | -19
O=C(O)c1cccc(N2C(=O)/C(=C/c3ccc(SCc4ccc(Cl)cc4)o3)SC2=S)c1 | ? | /
COc1ccc(C(=O)NCCOc2cccc(Oc3ccccc3)c2)cc1OC | 9% | -11

Further results follow.
smiles | S3 lipid droplet | S3 lipid droplet cell count max
CC(C)(C)c1ccc(Cc2n[nH]c(=S)[nH]c2=O)cc1 | 1% | 10
O=C(Nc1nc(COc2ccccc2)cs1)C12CC3CC(CC(C3)C1)C2 | ? | /
COc1ccc(S(=O)(=O)N2CCC(NC(=O)N3CCOCC3)CC2)cc1 | 6% | /
CCCCC(=O)Nc1ccc2c(c1)nc(CCN1CCN(C)CC1)n2C | ? | /

Whole records as entered above:
O=C(Nc1ccc(Cl)cc1N1CCOCC1)C1CCCO1 (configuration not stated) is entered as S3 lipid droplet = ?; S3 lipid droplet cell count max = /
O=C(Nc1nc(COc2ccccc2)cs1)C12CC3CC(CC(C3)C1)C2 is entered as S3 lipid droplet = ?; S3 lipid droplet cell count max = /
